DENV2 CPE rescue = protects cells from dengue virus 2 cytopathic effect. DENV2-infected cells, cytopathic effect rescue, plate reader. CPE inhibition, % at 9.99 µM. actives 1.7% (n = 350,000). AID 651640; in the data active = CPE inhibition above about 20%, passing the limit was not always enough; inconclusive = no clear call, values can overlap the other calls; tested in BHK-21 cells;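 note: 0% = median of neutral control wells and 100% = median of positive control wells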
CASP6 VEID inh = inhibitors of human caspase-6; purified caspase-6, Z-VEID-R110 cleavage fluorescence; inhibition, % at 12.5 µM; actives 0.53% (n = 350,000); P55212; AID 686996;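 active = mean inhibition across replicates at least about 35%, with every replicate also reaching that limit, limit read from the data; inconclusive = only one of the two criteria met; inactive = neither criterion met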;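 note: 0% = median of neutral control wells and 100% = no fluorescence left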
Target sequence (P55212 24-179 limits assumed): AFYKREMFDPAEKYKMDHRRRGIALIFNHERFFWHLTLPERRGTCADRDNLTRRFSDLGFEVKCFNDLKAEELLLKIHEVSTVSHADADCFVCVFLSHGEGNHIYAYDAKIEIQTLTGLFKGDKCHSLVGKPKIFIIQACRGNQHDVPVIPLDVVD
Target sequence (P55212 194-293 limits assumed): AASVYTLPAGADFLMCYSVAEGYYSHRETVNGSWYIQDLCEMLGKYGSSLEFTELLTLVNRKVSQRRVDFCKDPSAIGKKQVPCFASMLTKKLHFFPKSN
Xi reactivation = X-chromosome reactivation activator. XiGFP mouse fibroblasts, % GFP-positive cells imaging, 3 d; cells co-treated with 5-aza-dC sensitizer; scaled so ellipticine positive control = 100%. activation, % at 7.58 µM. actives 0.055% (n = 360,000). AID 743238;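 active = mean normalized replicate activation at least 10% and every replicate at or above 10%; inconclusive = only one of the two criteria met; inactive = mean below 10% and not all replicates reach 10%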;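 note: 0% = median of on-plate neutral control wells and 100% = ellipticine 6 µM median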
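assay system = SV40-immortalized XiGFP fibroblast cells, line 68-5-11 | buffer or medium = DMEM plus 5-aza-dC sensitizer | doses = single-point pinned compound dosing | times = 3-day compound exposure, then 15 min fixation at room temperature | benchmarks = positive control ellipticine, 6 µM final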
E-sel inducer = E-selectin induction on HUVECs | activation, % at 7.58 µM | HUVEC E-selectin immunofluorescence imaging; normalized: neutral wells 0, TNF-alpha wells 100 | actives 0.37% (n = 260,000) | P16581 | AID 686992;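 active = mean E-selectin-positive cell signal at least 10% of the positive control, reached in at least 60% of replicates, without over 20% cell loss; inconclusive = no rule given, readout overlaps actives, possibly toxicity-flagged; inactive = the rest, including those meeting only one limit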;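 note: in these data hits start at about 27%; measured in HUVEC primary endothelial cells; signal is the percent of cells scored E-selectin positive by PE staining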
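Assay system: HUVEC, human umbilical vein endothelial cells / Amount: 3,000 HUVEC/well / Controls: TNF-alpha positive control, DMSO neutral control / Compound dosing: single concentration / Medium: EGM-2 over gelatin coat / Evaluation: percent E-selectin-positive cells / Signal: immunofluorescence imaging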
F508del corr = CFTR F508del correction in bronchial cells; actives 0.36% (n = 350,000); activity (quench increase), % at 7.58 µM; CFBE cells, YFP halide quenching; stimulated with forskolin plus potentiator P3; % fluorescence drop versus neutral controls;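 active = mean added fluorescence quench of at least 8% versus neutral control, with both replicates also reaching 8%; inconclusive = only one of the mean or replicate conditions met; inactive = mean below 8% and not both replicates reaching 8%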;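 note: cells transiently co-express mutant CFTR-F508del with the halide-sensitive YFP; corrector assay measuring rescue of mutant channel to the surface after 24 h compound exposure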
INS-1E GSIS act = primary screen for activators of insulin secretion dependent on glucose, INS-1E cells, GLuc reporter luminescence. INS-1E GLuc reporter insulin secretion, 2-3 h. actives 0.61% (n = 370,000). activation, % at 16.6 µM. AID 743287;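 active = lowest replicate activation of at least 40%, so every replicate reaches that level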;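 note: 0% = median of neutral control wells and 100% = median of IBMX positive control wells; some compounds called inactive have numbers as strong as hits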
RAD54 inh = blocks human RAD54 Holliday junction branch migration. AID 602329. Q92698. FAM/BHQ fluorescence. inhibition, % at 10.4 µM. actives 0.14% (n = 360,000);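 active = mean normalized replicate activity at least 40 and at least half of replicates scoring 40 or more; inconclusive = only one of the two criteria met; inactive = mean below 40 and under half of replicates reaching 40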;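 note: 0% = median of neutral control wells and 100% = median of positive control wells; inhibitors cause a drop in the FAM fluorescence signal; in these data hits start at about 50%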
Target sequence (Q92698 whole entry, looked up): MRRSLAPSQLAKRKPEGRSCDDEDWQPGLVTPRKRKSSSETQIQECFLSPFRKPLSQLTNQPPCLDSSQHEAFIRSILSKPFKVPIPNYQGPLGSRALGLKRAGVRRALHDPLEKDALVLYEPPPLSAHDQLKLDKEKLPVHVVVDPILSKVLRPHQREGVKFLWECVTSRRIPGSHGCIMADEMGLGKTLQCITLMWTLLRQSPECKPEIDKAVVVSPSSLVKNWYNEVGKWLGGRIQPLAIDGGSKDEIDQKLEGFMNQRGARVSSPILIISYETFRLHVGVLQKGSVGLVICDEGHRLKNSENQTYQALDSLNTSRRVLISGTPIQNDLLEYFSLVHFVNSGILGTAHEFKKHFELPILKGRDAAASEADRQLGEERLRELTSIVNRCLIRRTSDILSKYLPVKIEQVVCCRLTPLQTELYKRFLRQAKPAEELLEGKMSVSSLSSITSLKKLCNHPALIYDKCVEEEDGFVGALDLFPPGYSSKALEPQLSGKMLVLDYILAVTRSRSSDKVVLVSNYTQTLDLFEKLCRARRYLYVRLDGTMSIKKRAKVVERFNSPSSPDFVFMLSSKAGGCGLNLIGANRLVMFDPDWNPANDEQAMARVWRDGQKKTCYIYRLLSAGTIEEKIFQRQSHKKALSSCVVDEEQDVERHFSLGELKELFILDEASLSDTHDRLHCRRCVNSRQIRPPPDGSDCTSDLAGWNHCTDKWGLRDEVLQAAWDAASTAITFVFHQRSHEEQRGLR
RAD52 anneal inh = RAD52 (human) annealing inhibition; actives 0.46% (n = 360,000); AID 651710; P43351; inhibition, % at 18.7 µM; recombinant RAD52 DNA annealing, FRET fluorescence;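 active = every replicate showing at least 50% inhibition; inconclusive = mean inhibition at least 50% but not in every replicate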
An asterisk follows results filed as active; ? = inconclusive; nt = no result given.

Below each SMILES: E-sel inducer, INS-1E GSIS act, F508del corr, RAD54 inh, CASP6 VEID inh, RAD52 anneal inh, Xi reactivation, DENV2 CPE rescue
COc1ccc(CNC(=O)C[C@H]2C(=O)N(Cc3ccccc3)C[C@@H]2Cc2ccccc2)cc1
    0.1, -5, -0.3, 2, 3, -7, 0.1, 30*
Cc1ccc(NC(=O)c2ccc(OC(=O)c3ccco3)cc2)cc1
    nt, 4, -6.1, -2, -3, -5, nt, 3
O=C(Cc1ccccc1)NCc1n[nH]c(=S)n1-c1ccc(Br)cc1
    nt, 5, -0.3, nt, 4, -11, 0.2, -5
Cc1nn(Cc2ccc(F)cc2)c(C)c1NC(=O)c1cnn2c1NC(c1ccccc1)CC2C(F)(F)F (centres undefined)
    nt, -29, -1.5, 8, 2, -7, nt, -6
O=C(Nc1cccc(F)c1)N1CCCCN2[C@@H](CO)[C@H](c3ccc(C#Cc4ccccc4)cc3)[C@@H]2C1
    -0.7, -5, 8.9*, 7, 1, -78, 2.3, 0
Cc1ccc(NC(=O)CSc2ccc3c(c2)OCCO3)c(O)c1
    -0.1, -71, 0.0, -3, 3, -11, 0.0, 2
COc1ccc(C2/C=C\CN(C(=O)Nc3ccccc3)CC(=O)N2Cc2ccc(F)cc2)cc1 (centres undefined)
    0.7, -50, 0.9, 4, 0, -4, 0.0, -3
COc1ccc(S(=O)(=O)N2CCC(C(=O)NCC3CCCO3)CC2)cc1Cl (centres undefined)
    0.0, 21, 1.1, nt, 2, -10, 0.2, 5
O=C(NCc1cccs1)c1cc(S(=O)(=O)N2CCOCC2)ccc1N1CCCC1
    nt, -7, 0.3, 4, 4, -17, 0.0, 4
O=S(=O)(/C=C/c1ccccc1)N1CCN(Cc2ccccc2)CC1
    nt, -5, -1.3, -18, 1, -8, 0.2, 0
CCOC(=O)C1(C(=O)OCC)NC(=O)CC1CC(C)C (centres undefined)
    nt, 14, 0.2, nt, -2, -5, 0.0, -12
CC(=O)N1CCc2c(sc(NC(=O)CS(=O)(=O)c3ccc(F)cc3)c2C#N)C1
    -0.2, -9, -1.3, -11, 2, 1, 0.1, -12
COCCCn1c(SCC(=O)NC2CCS(=O)(=O)C2)nnc1-c1ccc(Cl)cc1 (centres undefined)
    -0.1, 22, -5.2, 8, -170, 8, -0.1, 19
CCOc1cc(NC(=S)NCCCN2CCOCC2)c(OCC)cc1NC(=O)c1ccccc1C
    nt, 6, 1.5, nt, -2, -14, 0.0, 1
CCCCN(CC)C(=O)CSc1nc2c(sc(=S)n2-c2ccc(OCC)cc2)c(=O)[nH]1
    7.5, -3, 2.0, 0, 3, -16, 0.0, -4
COc1ccc(Br)cc1CN1CCN(C(=O)c2ccc(F)cc2)CC1
    -1.2, -20, 3.3, -5, 1, 0, 0.7, 3
Cc1cccc(N(C(=O)c2snc(C(N)=O)c2N)C(C(=O)NCC2CCCO2)c2cccs2)c1 (centres undefined)
    nt, 8, -3.0, nt, 5, -2, 0.0, nt
CCOC(=O)CN1C(=O)N[C@@H](c2cccc(F)c2)C(C(C)=O)=C1C
    -0.2, 6, -2.5, -2, 3, -13, 0.0, -20
Cn1c(N)c(C(=O)Nc2ccccc2)c(=O)[nH]c1=O
    -0.8, 34, -0.9, nt, nt, -10, 0.2, -5
O=[N+]([O-])c1ccc(N2CCN(c3ccccc3)CC2)nc1
    0.0, 10, -1.2, nt, -1, -9, -0.1, 1
Cc1nc(-c2ccc(C(=O)Nc3ccc(F)cc3)cc2)cs1
    0.4, 4, 4.6, nt, -1, -3, -0.2, 1
C[C@H]1CN([C@@H](C)CO)C(=O)c2cc(NC(=O)Nc3ccc(C(F)(F)F)cc3)ccc2O[C@@H]1CN(C)Cc1ccc(C(F)(F)F)cc1
    12, 13, 0.4, 0, 0, -25, 0.2, 7
CCCCN(CC)CCNC(=S)Nc1ccc2nc(N3CCN(C)CC3)cc(C)c2c1
    2.0, 5, 2.2, 55*, -90, 60*, 0.1, -3
CCc1cc(=O)oc2c(CNCc3ccccc3F)c(O)c(Cl)cc12
    nt, -9, 1.9, -17, 2, -20, -0.1, 8
NC(=Nc1ccccc1)NC(=O)c1nc(Cl)c(N)nc1N
    1.0, 54, 0.9, ?, -6, 32, 0.0, 7
COc1ccc(NS(=O)(=O)c2ccc(NC(=O)c3ccccc3Br)cc2)nn1
    1.7, 0, 4.1, -15, -1, -19, 0.1, 4
O=C(CC1S/C(=N/N=C2CCCCCC2)NC1=O)Nc1ccccc1C(F)(F)F (centres undefined)
    nt, -6, 0.8, 1, 1, -15, 0.1, -4
CS(=O)(=O)Nc1ccc2c(c1)[C@H]1C[C@H](CC(=O)NCC(F)(F)F)O[C@H](CO)[C@H]1O2
    0.0, -7, -0.5, -3, 2, 8, 0.2, 1
CC(C)NC[C@@H]1[C@@H](c2ccc(C3=CCCCC3)cc2)[C@H](CO)N1C(=O)NC(C)C
    0.1, -12, 0.4, 13, -1, -80, 0.2, 3
CCN1C=C(C(=O)c2ccccc2)C(=O)CC1
    -1.6, 5, -3.2, -2, -2, -5, 0.0, 0
S=c1[nH]nc(COc2ccccc2)n1/N=C/c1ccccc1Br
    -0.1, -30, -3.1, 0, 5, -1, 0.2, 1
O=C(C[C@H]1C[C@H]2c3cc(NC(=O)C4CCC4)ccc3O[C@H]2[C@@H](CO)O1)NCc1cccnc1
    0.2, -4, -0.4, -3, 0, -2, 0.2, ?
CC(C)CC#Cc1ccc([C@@H]2[C@H]3CN(C(=O)NC4CCCCC4)CC(=O)N3[C@H]2CO)cc1
    -0.2, -23, -2.0, nt, 0, 5, 5.5, -3
Cc1ccc(C(=O)C(C)OC(=O)C2CCN(c3ccc(C(F)(F)F)cn3)CC2)cc1 (centres undefined)
    -0.2, -27, 0.3, nt, 0, -38, 0.0, -6
C=CCn1c(SCC(=O)NC(N)=O)nnc1-c1cc2c(s1)CCC(CC)C2 (centres undefined)
    nt, nt, nt, nt, 6, 0, 0.4, 21*
CN(C)c1ccc(-n2cccc2/C=C/[N+](=O)[O-])cc1
    nt, -3, -0.9, -1, 2, -1, 0.8, ?
O=C(Nc1cccc(S(=O)(=O)N2CCCC2)c1)c1ccco1
    -0.6, 13, -3.5, -13, -4, -30, -0.6, 3
CC(=O)c1c(C)[nH]c(C(=O)CN2C(=O)NC(C)(c3ccc4c(c3)OCO4)C2=O)c1C (centres undefined)
    -0.4, 0, 0.4, -6, 2, -12, -0.1, 0
Cc1ccc(SCCN2CCN(C)CCC2=O)cc1
    0.1, 1, -2.1, 2, nt, nt, 0.1, nt
Cc1ccc(CNc2ncc(-c3ccccc3)n2C)o1
    nt, -6, -1.1, nt, -4, -10, -0.2, -3
COc1ccc(-c2ccc(CCC(=O)O)n2-c2ccc(O)cc2)cc1
    nt, -4, -1.3, 4, 19, -32, 0.0, -3
CC(C)CC(CCc1ccccc1)OS(N)(=O)=O (centres undefined)
    -0.1, -1, 1.7, -8, nt, -3, 0.0, 15
Cc1ccc(NCc2nc3ccccc3n2CCOc2ccccc2)cc1
    0.4, -9, nt, -10, 1, -21, 0.3, 2
CCN(c1cccc(C)c1)S(=O)(=O)c1cc2[nH]c(=O)c(=O)[nH]c2cc1C
    0.2, 4, 0.7, -6, 1, -4, 0.2, -2
CCn1cc(CN2CCC(n3nccc3NC(=O)c3ccc4c(c3)OCO4)CC2)c(C)n1
    -0.3, 22, 3.3, -1, -13, 1, 0.0, 5
COc1cc(NC(=O)c2ccc(OCc3c(C)noc3C)c(OC)c2)cc(OC)c1
    0.4, -6, 2.2, -5, -1, -7, 0.0, ?
CO[C@H]1CN(C)C(=O)c2ccc(NC(=O)Nc3ccccc3F)cc2OC[C@H](C)NC[C@@H]1C
    -0.2, 0, -2.7, -11, 1, 12, -0.4, -4
Cc1ccnc(N/C=C/C(=O)c2ccc(Br)cc2)c1
    nt, 3, 2.4, 0, -1, -59, 0.1, -8
Cc1ccc2c(c1)N(C(=O)CCC(=O)NCC(C)c1ccccc1)CC(C)O2 (centres undefined)
    -0.5, 13, -3.3, -4, 0, -3, -0.2, 4
O=C(O)C1=NOC(CNc2ncc(C(F)(F)F)cc2Cl)C1 (centres undefined)
    -0.1, -2, -0.2, nt, 1, -8, 0.2, nt
O=C([C@@H]1[C@@H](CO)[C@@H]2Cn3c(ccc(/C=C/c4ccccc4)c3=O)[C@H]1N2)N1CCCCC1
    0.2, 3, -3.0, -10, -3, 13, 0.5, -4
N#C[C@@H]1[C@@H](c2ccc(C3=CCCCC3)cc2)[C@H](CO)N1C(=O)CN1CCOCC1
    0.0, 4, 0.4, 3, 0, -22, 0.1, 3
Cc1c(OCC(=O)NCC(O)c2ccccc2)ccc2c(-c3ccccc3)cc(=O)oc12 (centres undefined)
    nt, -2, -3.1, 7, 0, 2, nt, -15
COc1ccccc1N1CCN(/N=C/c2ccc(O)c(O)c2)CC1
    nt, 15, nt, nt, 7, -9, 0.2, -5
COc1ccc(CN(C)C[C@@H]2Oc3ccc(NC(=O)NC(C)C)cc3C(=O)N([C@H](C)CO)C[C@@H]2C)cc1
    0.1, 7, 0.1, 4, 2, -5, 0.2, 0
Cc1nnc(N)s1
    1.9, 2, 0.2, nt, -1, -4, 0.1, -5
O=C(CCCn1c(=O)[nH]c2ccccc2c1=O)N1CCN(c2ccccn2)CC1
    -0.1, nt, -2.9, 9, -3, 11, 0.0, -6
CC(=O)N(C)C[C@H]1Oc2cc(C#Cc3ccccc3F)ccc2S(=O)(=O)N([C@@H](C)CO)C[C@@H]1C
    -0.3, 14, -1.0, 3, 3, 19, 0.0, -3
O=C(N/C(=C/c1ccc(Br)cc1)C(=O)N1CCCC1)c1ccccc1F
    1.9, nt, nt, -10, 3, 3, 0.0, -3
O=C(OCC1OC(Oc2ccc(O)cc2)C(O)C(O)C1O)c1ccccc1 (centres undefined)
    nt, nt, -4.0, 13, 0, -3, nt, -3

The listing continues.
Below each SMILES: E-sel inducer, INS-1E GSIS act, F508del corr, RAD54 inh, CASP6 VEID inh, RAD52 anneal inh, Xi reactivation, DENV2 CPE rescue
Cn1c(=O)c2c(nc(N/N=C/c3ccncc3)n2Cc2ccccc2)n(C)c1=O
    -0.2, 21, -2.0, 16, 7, 1, 0.0, -2
CO[C@@H]1CN(C)C(=O)c2cc(NC(=O)NC3CCCCC3)ccc2OC[C@@H](C)N(CC2CCOCC2)C[C@H]1C
    0.1, -6, -0.4, -1, -1, 4, 0.4, -2
COc1ccc(N(C)C(=O)c2cc3c(s2)-c2ccc(Cl)cc2S(=O)(=O)C3)c(OC)c1
    1.2, 5, -1.9, -3, 0, -5, 0.0, 0
Cc1ccc(C(=O)N2CCN(S(=O)(=O)c3sc(C(=O)O)c(C)c3C(=O)O)CC2)s1
    -0.7, 14, -1.5, 2, 5, 1, 0.1, 16
CSCCC(NC(=O)c1ccccc1Br)C(=O)NC(C)CCc1ccccc1 (centres undefined)
    -0.9, -7, 1.0, -1, 0, -7, -0.1, 5
O=C(NC[C@H]1N[C@H](CO)[C@@H]1c1ccccc1)c1ccccc1F
    -0.2, 11, -2.0, 1, nt, -44, 0.0, -2

High-throughput results deposited in PubChem BioAssay by Broad Institute.
